# Screening data deposited in PubChem by several laboratories.
# DDE Tn7 FP inh: disrupts Tn7 cyclic peptide binding to fibrin D-Dimer-E complex. P02675. FP displacement of FITC-Tn7 peptide from fibrin DD(E); 0% = median of compound wells per plate. inhibition, % at 8.3 µM. hit rate 0.13% among 370,000. AID 720508;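 active = inhibition above the mean of compounds falling within the control limits plus 3 SD of them, cut at about 14% in these data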;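 also: 0% = plate median of compound wells and 100% = 10 µM Aha-Tn7 peptide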
# Target sequence (P02675 whole entry, looked up): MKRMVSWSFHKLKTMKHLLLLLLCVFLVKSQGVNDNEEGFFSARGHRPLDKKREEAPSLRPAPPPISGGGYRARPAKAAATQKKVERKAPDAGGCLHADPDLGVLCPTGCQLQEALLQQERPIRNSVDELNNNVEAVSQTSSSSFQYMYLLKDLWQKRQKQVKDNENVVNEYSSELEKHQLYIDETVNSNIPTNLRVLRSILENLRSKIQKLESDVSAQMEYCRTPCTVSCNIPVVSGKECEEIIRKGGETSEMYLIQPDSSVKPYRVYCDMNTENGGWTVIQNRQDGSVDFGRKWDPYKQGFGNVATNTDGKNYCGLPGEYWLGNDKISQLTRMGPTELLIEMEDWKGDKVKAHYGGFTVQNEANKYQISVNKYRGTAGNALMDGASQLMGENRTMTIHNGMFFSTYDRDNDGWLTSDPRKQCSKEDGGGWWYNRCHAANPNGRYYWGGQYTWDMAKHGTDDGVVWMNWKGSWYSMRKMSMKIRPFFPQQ
#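 Test system: human clot-derived fibrin DD(E) complex / Quantity: 2 µM final DD(E) protein / Incubation: 10 min plus 3 h, room temperature / Measured by: fluorescence polarization / Benchmarks: high control of 10 µM Aha-Tn7 peptide / Replicates: singlicate testing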
# ASAP1 GAP inh: ASAP1 ArfGAP inhibition; hit rate 0.19% among 360,000; Q9ULH1; AID 624377; inhibition, % at 16.5 µM; ASAP1-stimulated ARF1 GTP hydrolysis, GDP FP detection; in the data active = inhibition above about 25%;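 also: 0% = vehicle with enzyme and substrate and 100% = no enzyme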
# KLK7 zymogen act: activates the human kallikrein-7 zymogen | P49862 | purified proKLK7, EDANS-DABCYL substrate fluorescence; 100% is mature enzyme control, 0% vehicle | activation, % at 7 µM | hit rate 0.9% among 370,000 | AID 652039;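 active = activation above the mean of all tested compounds plus 3 SD, computed per campaign excluding outliers beyond control limits, cut at about 13% in these data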
# Target sequence (P49862 whole entry, looked up): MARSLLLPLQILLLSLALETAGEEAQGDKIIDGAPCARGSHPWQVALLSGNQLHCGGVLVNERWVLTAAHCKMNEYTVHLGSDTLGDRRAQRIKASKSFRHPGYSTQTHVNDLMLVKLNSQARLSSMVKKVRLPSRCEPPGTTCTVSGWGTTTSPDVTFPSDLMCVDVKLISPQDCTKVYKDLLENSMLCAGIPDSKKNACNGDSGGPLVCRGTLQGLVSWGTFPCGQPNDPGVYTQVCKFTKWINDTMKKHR
# ARFGAP1 inhibitor: inhibits rat ARF GTPase activating protein 1. hit rate 0.26% among 360,000. inhibition, % at 16.5 µM. Q62848. Arfgap1-stimulated ARF1 GTP hydrolysis, GDP FP detection;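 active = inhibition above a per-plate limit, mean inhibition of low control wells plus 3 SD, cut at about 25% in these data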;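 also: 0% = DMSO wells with enzyme and 100% = wells lacking Arfgap1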
# Target sequence (Q62848 1-136 limits assumed): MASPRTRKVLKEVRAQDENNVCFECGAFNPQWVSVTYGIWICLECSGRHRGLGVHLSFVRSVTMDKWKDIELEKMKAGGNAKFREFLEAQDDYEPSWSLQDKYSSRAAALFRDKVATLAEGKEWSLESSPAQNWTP
#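 Material: rat Arfgap1 catalytic domain, aa 1-136; also added: human ARF1(Δ1-17)-GTP substrate; compound dosing: one concentration, 16.5 µM, DMSO 1.26%; incubation: GTP hydrolysis reaction 2 h at 25 °C; measured by: Tracer-displacement fluorescence polarization with EDTA stop, 620/688 nm; evaluation: % inhibition from polarization; repeats: one replicate per compound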
# sPLA2-III inh: Inhibits HGIII-sPLA2 liposome hydrolysis, primary screen | Q9NZ20 | QFRET BODIPY PC-A2 liposome hydrolysis, fluorescence | inhibition, % at 12.2 µM | hit rate 0.56% among 370,000 | AID 743126;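 active = inhibition above mean plus 3 SD of compounds lying within the high and low control bounds, cut at about 19% in these data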;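 also: 0% = median of test compound wells and 100% = no enzyme DMSO wells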
# PLCb3 inh: PLC-beta3 (human) inhibition, primary screen | Q01970 | Purified PLC-beta3, fluorogenic substrate, fluorescence | inhibition, % at 12.2 µM | hit rate 0.18% among 370,000; in the data active = inhibition above about 11%;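 also: 0% = median of compound wells on plate and 100% = full blocker control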
# Tn6 DDE FP: DD(E)-Tn6 binding inhibition, primary FP screen. P02675. hit rate 0.21% among 370,000. Fibrin DD(E) TRITC-Tn6 fluorescence polarization displacement. inhibition, % at 8.3 µM;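 active = inhibition above a per-campaign cutoff: mean of compounds within control limits plus 3 SD, cut at about 15% in these data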;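 also: 0% = median of all compound wells on the plate and 100% = blocking peptide control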
# UHRF1 MBD2 ctr: blocks human UHRF1 binding to methylated DNA; hit rate 0.75% among 370,000; inhibition, % at 4.4 µM; UHRF1 binding to methylated oligo, TR-FRET; Q96T88; in the data active = inhibition above about 21%;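 also: UHRF1 SRA domain binding a hemimethylated CpG hairpin DNA probe; 0% = median of test compound wells and 100% = reference inhibitor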
# PLC-gamma1 inh: blocks human PLC-gamma1 enzyme activity. inhibition, % at 12.2 µM. purified PLC-gamma1, fluorogenic substrate, fluorescence. hit rate 0.84% among 370,000. AID 720700; in the data active = inhibition above about 9.5%
# Rev-erbA mod: modulators of human Rev-erb alpha DNA binding; Rev-erbα–FITC-DNA binding, fluorescence polarization, 90 min; activity, % at 10 µM; hit rate 0.79% among 370,000;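 active = activity above about 14%, limit read from the data; passing the limit was not always enough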;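 also: 0% = DMSO wells with 35 nM protein and 100% = DMSO wells with 750 nM protein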
# * = called active by the depositor.
DDE Tn7 FP inh,ASAP1 GAP inh,KLK7 zymogen act,ARFGAP1 inhibitor,sPLA2-III inh,PLCb3 inh,molecule,Tn6 DDE FP,UHRF1 MBD2 ctr,PLC-gamma1 inh,Rev-erbA mod
0.1,1.2,3.6,-6.2,-12.8,-33.0,CCOC(=O)C1=C(C)NC(SCC(N)=O)=C(C#N)C1c1cccs1 (centres undefined),-1.8,-0.6,-30.2,-1.8
0.9,8.3,-0.1,5.2,-0.8,6.9,CCCCn1nnnc1C(c1ccccc1)N1CCN(c2cc(C)ccc2C)CC1 (centres undefined),-1.6,-0.5,1.4,0.5
-0.8,-2.3,0.3,5.5,2.6,5.8,Cc1cc(NC(=O)C(C)C)ncc1NC(=O)CCc1ccccc1,4.8,1.0,5.6,4.0
4.6,0.5,0.0,-2.6,3.5,-2.3,O=C(Nc1ccccc1N1CCOCC1)c1ccc(S(=O)(=O)NCc2ccco2)cc1,-11.7,3.7,3.2,1.0
-2.5,-0.8,0.4,11.1,-20.1,4.3,O=C(NNC(=O)c1cccc2ccccc12)c1ccc(Cl)c(Cl)c1,-1.8,-2.5,-2.3,-5.3
-1.9,0.5,-0.2,4.1,3.4,1.6,CSCCC(NC(=O)c1ccccc1)C(=O)O (centres undefined),1.7,1.2,0.8,1.8
0.9,3.7,0.2,2.0,1.8,3.0,CCN(CC)S(=O)(=O)c1ccc(Cl)c(C(=O)NC(C)C(c2cccs2)N2CCCC2)c1 (centres undefined),4.5,1.1,5.7,5.6
4.1,2.7,0.0,-0.2,-12.7,-0.7,Cc1cc(C)n(-c2ccc(NC(=O)C3CCCCN3C(=O)c3sccc3C)cc2)n1 (centres undefined),-4.7,-0.8,8.4,2.3
2.1,20.4,0.0,2.8,-4.8,0.6,Cc1nnc(SCC(=O)Nc2cccc(C(F)(F)F)c2)n1Cc1ccco1,-2.7,1.2,0.9,0.6
6.3,6.2,-0.2,1.4,3.0,-7.1,c1ccc(Oc2ccc(-c3ccnc4nc(N5CCN(c6ccccc6)CC5)nn34)cc2)cc1,1.9,-2.8,-7.9,17.0
-3.8,2.1,0.6,-3.7,0.6,-6.6,Cc1cc(=O)n2nc(N3CCCC(C(=O)NCc4ccccc4Br)C3)sc2n1 (centres undefined),-7.5,-0.1,12.5*,0.5
6.0,-3.0,0.5,2.0,-14.4,1.8,Cc1nc2c(ccc3nc(NC(=O)Cc4cccc5ccccc45)sc32)s1,-12.5,-1.1,-1.8,3.1
3.3,-19.2,0.1,2.7,10.8,-4.3,Cc1nccn1CC(=O)N/N=C/c1cccs1,-9.9,-1.0,0.7,2.1
2.7,4.2,0.2,14.2,8.6,-4.5,CNC(=O)COc1coc(CN2CCN(C(=O)c3ccco3)CC2)cc1=O,1.6,1.7,-1.4,-4.0
-8.8,-1.4,-10.9,0.2,-2.8,-396.4,COc1ccc(-c2oc(=O)c3cc(OC)c(OC)cc3c2/C=C/c2ccc(OC(C)=O)cc2)cc1,2.2,3.0,-249.4,8.8
1.8,11.5,0.3,14.6,-0.7,0.8,O=C(N/N=C1/CCc2ccccc21)C1CC1,-7.1,0.8,1.3,-4.3
2.3,-0.3,0.0,2.9,3.8,4.5,CCCNC(=O)N1C[C@H](O)COC[C@@H]2O[C@@H](CC(=O)NCCCN3CCOCC3)CC[C@H]21,1.8,-1.6,0.7,5.7
1.9,-0.6,-4.7,-8.8,2.7,-145.3,COCCN(CCOC)Cc1cc(=O)oc2cc(OC)c(Cl)cc12,-0.8,-3.9,-114.2,-1.7
3.6,3.7,-0.7,17.0,10.6,-12.8,Cc1cccc(N2CCN(S(=O)(=O)c3c(C)nc4scc(C)n4c3=O)CC2C)c1 (centres undefined),-5.6,5.1,1.6,3.4
0.5,-12.7,-0.4,6.6,-8.9,5.7,COc1ccc(C(=O)Cn2cc([N+](=O)[O-])nc2C)cc1,8.7,0.1,2.7,2.9
-6.0,-0.3,0.0,4.1,2.5,0.5,O=C(Cn1c(=O)sc2ccccc21)OC(CCl)CCl,3.5,4.3,5.5,-8.2
2.6,9.2,0.0,3.4,3.7,-12.8,CCN1C(=O)/C(=C/c2ccc(C)o2)N(C)C1=S,-0.6,1.6,-10.7,7.5
2.5,3.7,0.0,-11.5,2.1,1.0,FC(F)(F)c1ccc(-c2cccc3c2C2CC3CCN2)cc1 (centres undefined),1.4,-1.3,1.5,-4.0
-3.1,0.8,0.4,6.5,5.1,-0.9,O=C(NN(c1ccccc1)c1ccccc1)c1ccccc1F,-2.8,3.3,-0.2,4.8
-4.4,7.9,-0.1,16.3,-3.8,3.3,Cc1ccc(C(C)C)cc1S(=O)(=O)NCc1cccnc1,-5.8,-0.3,9.9*,-3.6
-1.5,5.2,0.4,-3.7,5.1,2.4,N#CN=C(N)c1ccccc1,-5.1,0.2,1.3,-3.8
8.5,-5.0,0.9,5.7,5.2,-1.2,NC(=O)CSC1=Nc2ccccc2C2=NC(CC(=O)NCc3cccs3)C(=O)N12 (centres undefined),9.6,-0.6,-3.5,-3.9
3.2,-1.9,-0.3,-1.5,9.5,0.8,Cc1cccc(NC(=S)NCc2ccco2)c1C,2.5,0.3,-0.7,-1.1
-2.8,-2.0,-0.1,-4.9,-9.2,-8.6,COc1ccc2c(CC(=O)Nc3ccc4nc(N5CCOCC5)sc4c3)coc2c1,-2.3,2.4,-2.2,-1.9
-8.1,2.6,-0.5,6.3,-2.0,5.6,O=C(NC1(C(=O)NC2CCCCC2)CCCCC1)c1ccccn1,-1.9,3.3,5.0,8.8
-8.3,10.8,0.0,1.4,-3.4,8.0,COc1ccc([C@H]2C[C@@H](O)[C@H](n3cc(-c4ccc(F)cc4)nn3)CN2C(=O)C2CCCCC2)cc1,-7.1,-2.9,4.5,-0.6
-1.9,0.4,-0.4,12.2,-0.4,-15.4,CCCCn1c(N)c(N(Cc2ccccc2OC)C(=O)C(C)Oc2ccc(Cl)cc2)c(=O)[nH]c1=O (centres undefined),-0.1,7.2,0.6,6.2
-0.4,4.7,0.0,-14.9,-20.9,-0.5,Cc1ccc(S(=O)(=O)NCCN2CCN(S(=O)(=O)c3ccccc3Cl)CC2)cc1,1.1,-4.2,-1.9,0.6
0.4,-6.7,-0.9,-6.8,-5.6,-3.2,COc1ccc(-c2nn(C)c(=O)c3ccccc23)cc1CNS(C)(=O)=O,-1.8,0.8,-0.8,3.0
3.9,-11.9,0.3,-1.7,1.9,-0.7,COC(c1ccccc1)c1nnc(CCC(=O)NC2C3CC4CC(C3)CC2C4)o1 (centres undefined),1.2,-0.2,-1.1,-0.7
-1.1,7.2,-0.2,10.9,2.1,4.3,COc1ccccc1NC(=O)Cn1nnc(-c2ccccc2NC(=O)c2cccs2)n1,-11.6,0.6,1.6,-5.3
-4.4,1.3,-7.2,-2.9,2.8,-36.1,Cc1ccc(Cc2c(-c3cccc(Br)c3)nc3c4ccccc4ccn23)cc1,6.7,2.4,-13.1,3.0
-2.4,-10.1,-0.5,-4.5,16.7,-4.4,CCOc1ccc(S(=O)(=O)Nc2ccn(C)n2)cc1,-0.2,0.3,-2.8,3.5
-1.5,-4.5,-0.6,12.3,7.2,-6.8,CCCCN(C(=O)CC1CCCC1)c1c(N)n(CC(C)C)c(=O)[nH]c1=O,-6.0,1.9,-1.5,2.9
-10.3,-1.2,0.1,8.2,-6.2,-4.4,COc1ccc(C(=O)Nc2ccc(CN3CCOCC3)cc2)cc1Br,-8.3,0.5,-1.9,2.0
3.4,2.2,-0.9,-1.1,-0.3,-5.7,NC(=O)C1CCN(c2c([N+](=O)[O-])cc(C(F)(F)F)cc2[N+](=O)[O-])CC1,7.3,2.3,1.6,6.2
1.8,7.1,0.2,2.5,1.4,-2.0,CCc1nc2nc(C)cc(Nc3cccc(C(F)(F)F)c3)n2n1,1.9,1.6,-1.2,1.0
8.0,4.5,-0.2,14.2,3.1,-1.9,c1ccc(-n2c(Sc3cnccn3)nnc2-c2cccs2)cc1,6.7,3.0,4.1,-1.3
-7.8,18.6,-1.1,4.3,1.2,-8.2,O=C(CSc1nnnn1-c1ccc(F)cc1F)Nc1ccccc1F,-9.9,3.3,2.7,0.0
-11.4,-6.7,0.2,13.0,0.9,-5.7,CCOC(=O)c1ccc(NC(=O)CCc2nnc3ccc(N4CCN(C)CC4)nn23)cc1,2.3,-5.3,1.8,-4.7
7.3,6.0,-2.7,-3.6,8.2,-189.4,CC(C)(C)C(=O)Nc1sc2c(c1C#N)CCN(Cc1ccccc1)C2,5.5,-5.8,-163.9,6.5
-0.1,1.1,2.3,-7.3,-1.1,-29.5,COC(=O)CCCN1C(=O)c2cccc3cccc(c23)C1=O,1.3,-4.3,-18.8,-1.8
-7.0,6.0,-23.1,-8.4,-14.1,-308.3,COc1ccc2nc3oc(C(=O)NC4CCN(Cc5ccccc5)CC4)cc3cc2c1,0.0,-5.2,-278.7,1.4
4.6,-3.6,1.0,5.0,1.4,0.6,O=C(NCCCN1CCOCC1)c1ccc(CS(=O)(=O)c2cccc(C(F)(F)F)c2)o1,10.9,-1.2,-0.4,-5.1
1.9,-5.8,0.5,-6.9,-7.6,-2.1,Cc1sc2ncnc(NC3CCN(Cc4ccccc4)CC3)c2c1C,3.5,4.1,0.2,0.0
2.4,7.3,-0.2,-4.3,0.4,-0.7,O=C(CCNS(=O)(=O)c1ccc(Br)s1)NCc1ccc(F)cc1,-0.5,1.7,1.1,-0.9
-6.0,7.8,0.3,12.5,2.9,5.0,Cn1c(SCC2CCCO2)nnc1-c1ccncc1 (centres undefined),-1.1,6.3,5.6,0.3
5.1,13.3,-0.2,-4.5,-6.3,-0.9,Cc1cccc(OCc2nnc(SCC(=O)NCc3ccc4c(c3)OCO4)o2)c1,-0.9,-1.6,-1.5,-9.6
-1.1,2.9,1.3,0.8,1.2,-13.1,Cc1cc(=O)oc2cc(OCC(=O)OCC(=O)NC(=O)NC(C)C)ccc12,1.6,-1.0,-5.9,8.8
-2.1,5.3,-0.2,7.1,9.2,-175.2,CN(C)C(=O)CSc1cccc2cccnc12,-10.5,-17.7,-145.7,-5.8

# Compounds above that contain a cyano group, in the order listed:
DDE Tn7 FP inh,ASAP1 GAP inh,KLK7 zymogen act,ARFGAP1 inhibitor,sPLA2-III inh,PLCb3 inh,molecule,Tn6 DDE FP,UHRF1 MBD2 ctr,PLC-gamma1 inh,Rev-erbA mod
0.1,1.2,3.6,-6.2,-12.8,-33.0,CCOC(=O)C1=C(C)NC(SCC(N)=O)=C(C#N)C1c1cccs1 (centres undefined),-1.8,-0.6,-30.2,-1.8
-1.5,5.2,0.4,-3.7,5.1,2.4,N#CN=C(N)c1ccccc1,-5.1,0.2,1.3,-3.8
7.3,6.0,-2.7,-3.6,8.2,-189.4,CC(C)(C)C(=O)Nc1sc2c(c1C#N)CCN(Cc1ccccc1)C2,5.5,-5.8,-163.9,6.5
